Screening data: PubChem, Sanford-Burnham Center for Chemical Genomics
DUSP3 inh = VHR1 (DUSP3) phosphatase inhibition; P51452; recombinant VHR phosphatase, colorimetric substrate read-out; inhibition, % at 20 µM; 50,000 compounds, 0.7% hits; in the data active means inhibition above about 60%; further: some results filed as inactive read as strong as hits
Target sequence (P51452 whole entry, looked up): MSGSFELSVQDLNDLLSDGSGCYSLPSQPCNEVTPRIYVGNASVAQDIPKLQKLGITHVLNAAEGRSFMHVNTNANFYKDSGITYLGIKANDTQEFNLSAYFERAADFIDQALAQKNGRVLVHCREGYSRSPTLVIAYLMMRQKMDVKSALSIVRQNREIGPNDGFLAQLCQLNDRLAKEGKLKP
Active calls of the source: *. The list is partial. The share of hits here may be higher or lower than overall.

canonical_smiles	DUSP3 inh
COc1ccc(-n2nc3cc(C)c(NC(=O)c4ccc(Cl)cc4Cl)cc3n2)cc1	-22.7
CC(C)=CC(=O)CC(C)(O)c1ccccc1 (centres undefined)	-26.0
CC(=O)c1cccc(NC(=O)COc2cc(C)ccc2C(C)(C)C)c1	0.9
CC1=C(C(=O)Nc2ccc(C)cc2)C(c2cccc3ccccc23)NC(=S)N1 (centres undefined)	-21.4
COC(=O)c1ccc(C(=O)OC)c(NC(=O)/C=C/c2ccco2)c1	-4.3
Cc1ccc(OCCOc2ccccc2C=O)cc1C	-7.8
O=C1NC(=S)N/C1=C/c1cc2c(cc1[N+](=O)[O-])OCO2	-2.3
O=C(Nc1ccccc1[N+](=O)[O-])c1ccccc1Cl	-40.4
O=C(CSc1ncn[nH]1)NC(c1ccccc1)c1ccccc1	-10.7
COc1ccc(C2=C(Nc3ccc4oc5ccccc5c4c3)c3ccccc3C2=O)cc1	-9.9
O=C(Nc1cccc([N+](=O)[O-])c1)c1ccc(-c2ccccc2)cc1	0.7
CCc1ccccc1NC(=O)c1ccc2c(c1)OCO2	-15.5
COCCCN1C(=O)C(=Cc2c(NCC3CCCO3)nc3ccccn3c2=O)SC1=S (centres undefined)	1.4
Cc1ccccc1C(=O)N=Nc1c(O)n(CN(C)C)c2ccc(Br)cc12	6.9
O=C(/C=C/c1ccc(Cl)cc1)NCCc1nc2ccccc2[nH]1	-3.1
CC1=C(C(=O)OCCOc2ccccc2)C(c2coc3ccc(C)cc3c2=O)C2=C(CCCC2=O)N1 (centres undefined)	-4.4
O=C(Nc1ccc(Br)cc1)C1C2/C=C\CCCCC21 (centres undefined)	0.5
CCOc1cc(C2Nc3cc(C)c(C)cc3NC3=C2C(=O)CC(C)(C)C3)ccc1OC(=O)C1CC1 (centres undefined)	3.2
Cc1cc(Cl)ccc1OCC(O)CN1CCN(Cc2ccccc2)CC1 (centres undefined)	1.7
COc1ccc(C2c3c(n[nH]c3C)CC(C)(O)C2C(C)=O)cc1OC (centres undefined)	5.1
O=C(NC(c1ccccc1)c1ccccc1)c1ccccc1C(F)(F)F	-17.1
COC(=O)C1=C(C)NC(C)=C(C(=O)OC)C1c1cccc(Oc2ccccc2)c1	-8.1
CC(=O)N(C)c1ccc(N=Cc2c(C)[nH]c3ccccc23)cc1	-1.4
COc1ccc(S(=O)(=O)N2CCN(S(=O)(=O)c3ccc(C)cc3)CC2)cc1	-1.0
CCCOC(=O)c1c(-c2ccc(-c3ccccc3)cc2)csc1N	-22.6
O=[N+]([O-])c1ccc(-c2nnc(-c3ccc4c(c3)OCO4)o2)cc1	-35.6
O=C(NNc1nc(-c2ccccc2)c2cc(Br)ccc2n1)c1ccccc1	-4.8
Cc1cc(C=C2C(=O)NC(=O)NC2=O)c(C)n1-c1cccc([N+](=O)[O-])c1	-20.0
CCOP(=O)(OCC)C(C)(CC)NC(=S)Nc1c(C)cc(C)cc1C (centres undefined)	-14.8
CCN(CC)c1ccc(/C=C2/SC(=S)N(Cc3ccccc3)C2=O)c(O)c1	-73.0
O=C(NCc1ccccc1)c1ccccc1Cl	-10.9
CCOc1ccccc1NC(=O)COc1ccccc1	-21.3
O=C(c1nn2c(C(F)(F)F)cc(-c3ccccc3)nc2c1Cl)N1CCCCC1	-7.3
O=C(Nc1nc2sc3c(c2c(=O)s1)CCCC3)c1ccc([N+](=O)[O-])cc1	16.4
COc1ccc(/C(C#N)=C\N2CCOCC2)c(OC)c1	-53.9
CC1(C)Cc2ccccc2C(Nn2cnnc2)=N1	-20.6
Cc1ccc(/C=N/NC(=O)C(C)Nc2cccc3ccccc23)o1 (centres undefined)	-51.7
CCc1c(C)c2ccc(OC)c(C)c2oc1=O	6.9
CCCOc1ccc(/C=C/C(=O)Nc2c(C)cccc2C(C)C)cc1OC	-4.0
COc1cc(OC)cc(C(=O)Nc2ccc3oc(-c4ccc(OC)c(Br)c4)nc3c2)c1	16.0
Cc1ccc2ncnc(N(CC(C)C)CC(C)C)c2c1	-13.6
CCc1nnc(NC(=O)C2CCCC2)s1	-20.5
Cc1cc(C)n2ncc(-c3ccccc3)c2n1	1.8
CCOc1ccc(N(CC(=O)NCCc2ccc(OC)c(OC)c2)S(=O)(=O)c2ccc(Br)cc2)cc1	-24.1
COc1ccc(C(=O)NCC2(c3ccccc3)CCCC2)c(OC)c1	17.4
COc1cc(OC)c(OC)cc1CN1CCN(Cc2cccn2C)CC1	101.9
CCOc1ccc(NC(=O)c2c(Cl)ccc(Cl)c2OC)cc1	-6.8
Cc1cccc(N2C(=O)/C(=C/c3ccc(C(=O)O)cc3)SC2=S)c1C	-6.6
COc1ccc(/C=N\OCC(=O)Nc2oc(-c3ccccc3)c(-c3ccccc3)c2C#N)cc1OC	-1.8
COc1ccc(Br)cc1/C=C1\SC(N2CCCC2)=NC1=O	-6.0
COc1ccc(N2C(=O)c3ccccc3NC2c2ccc(OC)c(Cn3nc(C)c([N+](=O)[O-])c3C)c2)cc1 (centres undefined)	-2.0
COC(=O)C(=CC(C(=O)OC)C(=O)OC)C(=O)OC	-12.6
c1ccc(CN=C2CCCc3ccccc3N2)cc1	-4.9
Cc1ccc(N(CC(=O)Nc2cccc(Cl)c2C)S(C)(=O)=O)cc1	1.4
CCCc1[nH]n(-c2nc3ccccc3s2)c(=O)c1C=NCCc1ccccc1	13.0
Cc1ccccc1C(=O)NNC(N)=S	13.9
C/C(=N\OCC(=O)N=Nc1c(O)n(CN2CCCC2)c2ccccc12)c1ccc(C)cc1	8.6
O=C(CSc1cc(Cl)ccc1Cl)Nc1cccc(Cl)c1	-3.4
CCCCN(C(C)=O)c1ccc(C(=O)O)cc1	-9.5
O=C(NCc1ccco1)c1nn2c(c1Cl)NC(c1cccs1)CC2C(F)(F)F (centres undefined)	-18.5

Other results follow:
canonical_smiles	DUSP3 inh
CCOC(=O)C1=C(C)N=C2c3ccccc3C(=O)C2C1c1ccc(Cl)cc1 (centres undefined)	-18.4
O=C(Nc1ccccc1C(F)(F)F)c1cc2ccccc2oc1=O	-5.4
COc1ccc(CSc2nc(C)cc(=O)[nH]2)cc1	9.6
C=CCNC(=O)c1ccc(N2C(=O)c3ccccc3C2=O)cc1	-7.5
O=S(=O)(NCc1ccccc1)c1cccc(S(=O)(=O)c2ccccc2)c1	-8.0
Cc1ccc(N2C(=O)CSC2c2ccc(Cl)cc2)cc1C (centres undefined)	-8.7
O=C1N/C(=N\N=C\c2ccccc2F)SC1Cc1cccc([N+](=O)[O-])c1 (centres undefined)	-6.7
CCOC(=O)C1SC(c2ccccc2)C(C#N)C1(O)c1ccccc1 (centres undefined)	-13.1
Cc1ccc(S(=O)(=O)N=C2C=CC(=O)C=C2)c(C)c1	4.4
CC(C)(C)c1ccc(OCCCCCn2ccnc2)cc1	17.5
Cc1ccc(C(C)C)c(OCC(=O)N/N=C/c2ccncc2)c1	-36.7
CC(C(=O)O)n1c(O)c(/C=C2/C=Nc3ccccc32)sc1=S (centres undefined)	4.9
COc1cccc(C2NC(=O)NC(C)=C2C(=O)OCCc2ccccc2)c1OC (centres undefined)	-16.9
Cc1ccc(C(=O)O)cc1NC(=O)C(c1ccccc1)c1ccccc1	10.2
COc1ccc(Cl)cc1N(CC(=O)Nc1cccc2cccnc12)S(=O)(=O)c1ccc(C)cc1	-28.7
Nc1nc(Oc2ccc(F)cc2)c(Br)c(=O)[nH]1	0.2
CCOc1cccc(C2C(C(=O)Nc3ccccc3C)=C(C)NC3=C2C(=O)CCC3)c1 (centres undefined)	0.8
Cc1ccc(OCCCN2CCOCC2)cc1	-21.9
CC(=O)COc1ccc2c3c(c(=O)oc2c1C)CCCC3	-6.5
CCc1ccccc1NC(=O)CN(c1ccccc1OC)S(=O)(=O)c1ccccc1	-17.9
O=C(Nc1nc(C23CC4CC(CC(C4)C2)C3)cs1)c1ccc(F)cc1	-11.2
COC(=O)c1ccc(C=NN2CCN(Cc3ccccc3)CC2)cc1	-3.4
Brc1cccc(-c2nnc(SCc3ccccc3)o2)c1	-25.9
COC(=O)c1ccc(-c2ccc(/C=C3/SC(=S)N(C)C3=O)o2)cc1	-6.7
Cc1ccc(NC(=O)C2CC2(c2ccccc2)c2ccccc2)cc1 (centres undefined)	2.8
Cc1cn(S(=O)(=O)c2ccc(Cl)cc2)c(C)n1	-15.6
COC(=O)C1=C(C)NC(=O)CC1c1cccc(Cl)c1 (centres undefined)	-27.3
CCCC(=O)Nc1cccc(NC(=S)NC(=O)c2ccccc2Cl)c1	5.3
C#CCSc1nc2ccccc2n1C(=O)c1cccs1	-2.0
CCN1/C(=C\C=C\c2n(CCCS(=O)(=O)[O-])c3cc(C#N)ccc3[n+]2CC)Oc2ccc(-c3ccccc3)cc21	-14.9
CCCCNC(=O)/C(=C/c1ccc(-c2cccc([N+](=O)[O-])c2)o1)NC(=O)c1ccc(OC)cc1	3.8
CCN(CC)CCCNC(=O)c1ccc(OC)cc1OC	70.4
CCCCOC(=O)c1ccc(NC(=O)COc2ccc3c(C)cc(=O)oc3c2)cc1	5.7
COc1ccc(N(CC(=O)N2CCCC2)S(C)(=O)=O)cc1	-16.0
C=CCN1C(=O)/C(=C/c2cc([N+](=O)[O-])ccc2OC)SC1=S	-11.1
COc1ccccc1-c1coc2cc(OC(C)=O)ccc2c1=O	-0.1
CC1(C)CC(NCC(=O)OC2CCCCC2)CC(C)(C)N1	-6.3
O=[N+]([O-])c1ccc(NCCCNS(=O)(=O)c2ccccc2)cc1	-5.7
COc1ccc(CCNC(=O)c2ccc(N(Cc3ccc(Cl)cc3)S(C)(=O)=O)cc2)cc1OC	0.9
COc1ccc(-c2nc3ccccc3c(=O)n2-c2ncccc2C)cc1	-8.1
O=C1CC(c2ccc(Cl)cc2)CC2=C1C(c1ccccc1[N+](=O)[O-])Nc1ccccc1N2 (centres undefined)	34.9
CN(C)c1ccc([N+](=O)[O-])cc1/C=N/NC(=O)CCc1ccccc1O	2.3
O=S(=O)(c1ccc(Br)cc1)n1ccc2ccccc21	-12.4
CCN(CC)CC(C(=O)N(CC)CC)P(=O)(c1ccccc1)c1ccccc1 (centres undefined)	4.5
CCOC(=O)c1c(NC(=O)Cc2ccc(OC)cc2)sc2c1CCN(C(=O)OCC)C2	-1.7
Cc1ccc(C(=O)Nc2ccccc2C(=O)N2CCC(C)CC2)cc1	9.8
COc1cccc(-c2cc(C(=O)Nc3ncccn3)c3ccccc3n2)c1	11.0
Cc1c(NC(=O)CCCN2C(=O)/C(=C/c3ccccc3)SC2=S)c(=O)n(-c2ccccc2)n1C	-14.6
COc1cccc(C(=O)Nc2ccc(S(=O)(=O)Nc3onc(C)c3C)cc2)c1	-4.2
Cc1sc(NC(=O)c2ccc(F)cc2)c(C(N)=O)c1C	3.5
CCN(CC)c1ccc(N=Cc2ccccc2[N+](=O)[O-])cc1	18.6
COc1cccc(OCCNC(=O)Nc2cc(F)c(F)cc2Cl)c1	-8.4
COCCOC(=O)C1=C(C)NC2=C(C(=O)CCC2)C1c1ccc(Cl)c([N+](=O)[O-])c1 (centres undefined)	-7.1
CCCC(=O)Nc1ccc(NC(=O)c2ccc([N+](=O)[O-])o2)cc1	-31.4
COc1cc(C(=O)Nc2ccc(Br)cn2)cc(OC)c1OC	-4.9
COc1ccc(CC(=O)Nc2ccc(S(=O)(=O)Nc3nc(C)cc(C)n3)cc2)cc1	-1.6
COc1ccc(CNc2ccc(C)c(C)c2)c(OC)c1	-10.1
CC(=O)c1ccc(N2C(=O)C3C4C=CC(CC4)C3C2=O)cc1 (centres undefined)	-19.6
CCOC(=O)C1=CN(c2ccc(OCC)cc2)C=C(C(=O)OCC)C1c1ccccc1F	-8.2
O=C(C1=C(O)C(=O)N(c2ncc(S(=O)(=O)c3ccc([N+](=O)[O-])cc3)s2)C1c1ccc(F)cc1)c1ccco1 (centres undefined)	-10.5

Of the compounds above, 5 have an aryl thioether with sulfur outside any ring.
canonical_smiles	DUSP3 inh
O=C(CSc1ncn[nH]1)NC(c1ccccc1)c1ccccc1	-10.7
O=C(CSc1cc(Cl)ccc1Cl)Nc1cccc(Cl)c1	-3.4
COc1ccc(CSc2nc(C)cc(=O)[nH]2)cc1	9.6
Brc1cccc(-c2nnc(SCc3ccccc3)o2)c1	-25.9
C#CCSc1nc2ccccc2n1C(=O)c1cccs1	-2.0

(list continues)
canonical_smiles	DUSP3 inh
Cc1ccc(CN2C(=O)C(C)(C)Nc3ccccc32)c(C)c1	8.8
O=C1/C(=C/c2ccc(-c3ccc(Cl)cc3Cl)o2)SC(=S)N1CC1CCCO1 (centres undefined)	-11.5
CCOc1cc(/C=C2/C(=O)NC(=O)N(c3ccc(OC)cc3)C2=O)ccc1OCCOc1ccc([N+](=O)[O-])cc1	4.2
O=C(NC1C2CC3CC(C2)CC1C3)C(c1ccccc1)c1ccccc1 (centres undefined)	1.8
CCOc1ccccc1NC(=O)CN(c1ccc(Br)cc1)S(C)(=O)=O	5.3
Cc1cc(C)cc(NC(=O)C(=O)NCc2ccccc2)c1	-9.3
Cc1ccc(/C=C2\SC(=Nc3ccc(O)cc3)NC2=O)cc1	5.6
O=C1/C(=C/c2ccc([N+](=O)[O-])o2)SC(=S)N1Cc1ccccc1	0.3
COc1c(Cl)cc(C(=O)Nc2cccc(S(N)(=O)=O)c2)cc1Cl	4.6
O=C(O)C1C2CCC(C2)C1C(=O)Nc1nc2ccc(F)cc2s1 (centres undefined)	-15.2
CCCCOc1ccccc1C1Nc2ccccc2NC2=C1C(=O)CC(c1ccc(OC)c(OC)c1)C2 (centres undefined)	-15.2
